NPY-Y2 antag: NPY-Y2 receptor antagonists, primary screen, cell-based; Neuropeptide Y receptor type 2 (Homo sapiens), P49146; NPY-Y2 expressing cells, antagonist mode; inhibition, % at 2.7 µM; 140,000 tested, 0.99% active; AID 793, 2007; in the data active = inhibition above about 17%;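 note: 0% = vehicle with agonist challenge and 100% = reference antagonist with challenge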
Target sequence (P49146 whole entry, looked up): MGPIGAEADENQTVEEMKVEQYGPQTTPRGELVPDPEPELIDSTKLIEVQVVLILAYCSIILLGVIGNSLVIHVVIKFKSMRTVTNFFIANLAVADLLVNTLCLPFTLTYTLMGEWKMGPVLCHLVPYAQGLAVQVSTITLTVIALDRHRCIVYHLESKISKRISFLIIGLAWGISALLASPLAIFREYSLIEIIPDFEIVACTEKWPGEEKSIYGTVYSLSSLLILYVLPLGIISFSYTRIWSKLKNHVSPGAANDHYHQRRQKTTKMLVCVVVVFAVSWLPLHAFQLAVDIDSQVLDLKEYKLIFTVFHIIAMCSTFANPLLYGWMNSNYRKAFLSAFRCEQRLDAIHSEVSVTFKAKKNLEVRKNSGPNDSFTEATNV
PTEN del growth: growth suppression of PTEN-null HCT116, primary screen, cell-based, CellTiter-Glo. HCT116 PTEN-null viability, 60 h; active compounds read low. viability, % at 10 µM. 140,000 tested, 1.2% active. AID 827, 2007;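 active = viability at or below a set limit, 4 SD under the median of all tested compounds, cut at about 3.7% in these data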;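 note: PTEN knockout HCT116 line with beta catenin targeted HCT116 as companion control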
GALR2 blocker: GALR2 antagonists in receptor-expressing cells, primary screen. antagonist mode. AID 828, 2007. inhibition, % at 4 µM. 140,000 tested, 0.39% active. Galanin receptor type 2 (Homo sapiens), O43603; in the data active = inhibition above about 27%;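 note: cells stimulated with galanin 1-16 at roughly its EC80; 0% = agonist challenge control and 100% = basal control without agonist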
Target sequence (O43603 whole entry, looked up): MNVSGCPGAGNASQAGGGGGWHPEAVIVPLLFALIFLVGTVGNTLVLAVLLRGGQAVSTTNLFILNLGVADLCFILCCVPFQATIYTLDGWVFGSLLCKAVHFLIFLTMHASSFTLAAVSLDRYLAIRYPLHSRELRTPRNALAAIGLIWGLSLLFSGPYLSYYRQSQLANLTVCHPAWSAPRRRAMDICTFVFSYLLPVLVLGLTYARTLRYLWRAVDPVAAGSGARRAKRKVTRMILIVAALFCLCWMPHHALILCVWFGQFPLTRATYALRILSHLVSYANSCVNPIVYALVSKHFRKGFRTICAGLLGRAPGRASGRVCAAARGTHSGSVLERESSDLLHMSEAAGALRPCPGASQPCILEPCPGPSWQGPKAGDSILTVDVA
Yeast growth inh: growth inhibitors of yeast BB579 in restrictive medium, primary screen, yeast lifespan-shortening project, S. cerevisiae | OD615, 48 h | inhibition, % at 10 µM | 140,000 tested, 0.51% active;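 active = inhibition above a set limit, 3 SD over the mean compound inhibition, cut at about 44% in these data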; note: inactives centre near -24
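Material: Saccharomyces cerevisiae DeaD strain BB579, replicative lifespan model yeast; buffer or medium: CSMM-D restrictive synthetic medium containing dextrose (glucose); compound: 10 µM single dose, DMSO 0.25%; timing: 48 h compound exposure at 30 °C after 4 h preincubation; signal: turbidity as optical density at 615 nm; benchmarks: positive control amphotericin B 10 µg/mL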
Measles CPE: compounds protecting cells from measles virus cytopathic effect, primary screen, measles RdRp inhibitor project, single point, MLSMR library, absorbance; 140,000 tested, 1.5% active; protection (pct of control), % at 4 µM; Measles virus-infected cells, CPE protection; in the data active = protection mostly above about 24%, no sharp cut-off; inactive = mostly below about 26%; note: some compounds called inactive have numbers as strong as hits
MRP-1 activ: H69AR viability gain despite doxorubicin, primary screen, MRP-1 activator project, H69AR cells, CellTiter-Glo; viability rescue; viability increase, % at 10 µM; 140,000 tested, 0.61% active; AID 799, 2007;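 active = viability gain under doxorubicin at or above a set limit, the compound median plus 3 SD, cut at about 4.7% in these data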;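 note: MRP-1 overexpressing cells given doxorubicin 25 µM after compound pretreatment; 18-22 h compound pretreatment then 72 h with doxorubicin before readout; 0% = doxorubicin-only wells and 100% = vehicle-treated cells without doxorubicin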
E-sel TNF inh: E-selectin induction blockers in HUVEC – imaging, immunofluorescence, high content, primary screen | HUVEC TNFa-induced E-selectin immunofluorescence | inhibition, % at 2 µM | 120,000 tested, 0.71% active | AID 1246, 2008;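 active = inhibition above the batch mean plus 3 SD, and confirmed as a hit on visual image review, cut at about 43% in these data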;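 note: 0% = TNF-stimulated DMSO wells and 100% = unstimulated control wells; not every result past the cut was called active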
Yeast lifespan up: compounds extending yeast replicative lifespan, primary screen, S. cerevisiae, OD615; S. cerevisiae growth with nicotinamide; deaD strain in restrictive glucose medium; 130,000 tested, 0.68% active; inhibition of the nicotinamide effect, % at 10 µM;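 active = inhibition above a set limit, placed 3 SD over the median of all compounds, cut at about 26% in these data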;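 note: 0% = nicotinamide-treated wells and 100% = cells grown without nicotinamide; some compounds called inactive have numbers as strong as hits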
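assay system = DeaD-strain S. cerevisiae | buffer or medium = restrictive glucose medium | reagent = 1.5 mM nicotinamide | compound = 10 µM single point, 0.25% DMSO | incubation = 48 h compound exposure at 30 °C, humidified | signal = OD615 measurement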
Phagocyt inh: inhibitors of macrophage phagocytosis, primary screen, imaging, J774A.1 cells, IgG beads; J774A.1 macrophage IgG-bead phagocytosis; inhibition, % at 5 µM; 110,000 tested, 0.07% active; AID 1029, 2008;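 active = inhibition above the mean of the plate negative controls plus 5 SD, cut at about 13% in these data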;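 note: phagocytic index as fraction of beads internalized from green versus red external bead signal; plate controls were DMSO negative control for no effect and cytochalasin-D positive control for full effect; some results beyond the cut were filed as inactive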
bCat KO growth: primary screen for growth suppressors in beta-catenin knockout HCT116 cells (colon tumor, human). 140,000 tested, 1.5% active. viability, % at 10 µM. HCT116 beta-catenin knockout viability, CellTiter-Glo, 60 h; active compounds read low;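 active = viability at or under a set limit, the compound median less 4 SD, cut at about 6% in these data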;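 note: 0% = Hyamine 1622 control at 20 µM and 100% = untreated cell control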
* marks the source's active call; other numbers are inactive results; . = not tested or not shown. Outcome played no part in choosing rows. Share with any hit: about 6.1%.

SMILES | NPY-Y2 antag | PTEN del growth | GALR2 blocker | Yeast growth inh | Measles CPE | MRP-1 activ | E-sel TNF inh | Yeast lifespan up | Phagocyt inh | bCat KO growth
O=c1c2c(nc3nc(COc4ccccc4)[nH]n13)CCC2 | 3 | 102 | 12 | -75 | 4 | -0.8 | -4 | -4 | 0 | 101
CCOC(=O)c1c(C)oc2ccc(NS(=O)(=O)c3cccs3)cc12 | 1 | 97 | -11 | -60 | 14 | -1.7 | -6 | 0 | 0 | 99
Brc1cc2[nH]cnc2c2ccccc12 | 2 | 114 | 4 | -34 | 19 | -2.2 | -7 | -13 | 0 | 106
CC(C)(C)NC(=O)c1cccc2c1OC(C)(C)C2 | 2 | 95 | 0 | -48 | 5 | 0.1 | -6 | 6 | 0 | 91
C=CCNC(=O)c1ccc(C(=O)c2ccccc2)cc1 | 2 | 101 | 8 | -47 | 14 | -4.0 | . | -16 | 0 | 93
CCC(C(=O)NC1CCCCC1)n1c(SCc2ccc(F)cc2)nc2ccncc21 (stereo not given) | 1 | 82 | -6 | -29 | 18 | 1.3 | -19 | 2 | . | 90
CCOC(=O)C1C(c2ccc(C)o2)NC(=O)NC1(O)C(F)(F)F (stereo not given) | 2 | 99 | 2 | -20 | 3 | -1.1 | 7 | -7 | 2 | 91
C=CCN1C(=O)C(C)S/C1=N\S(=O)(=O)c1ccc(Cl)cc1 (stereo not given) | 3 | 94 | -18 | -41 | 13 | -2.3 | . | -1 | . | 95
CS(=O)(=O)N1CCC(C(=O)Nc2ccc(Br)cc2F)CC1 | 1 | 104 | 0 | 3 | 14 | 0.6 | -30 | -3 | -2 | 105
CCCOc1cc(C)c(S(=O)(=O)n2ccc(C)n2)cc1C | 9 | 71 | -3 | -15 | 41 | -1.5 | -36 | -12 | -2 | 63
CC(=O)c1cc(C#N)c(Oc2cc(C)cc(C)c2)nc1C | 2 | 95 | 14 | -39 | 12 | -2.6 | -28 | -21 | 0 | 98
CCOC(=O)N1CCC(NC(=O)c2cc(C(=O)Nc3ccc(F)cc3F)ccc2CO)CC1 | 0 | 78 | 7 | -8 | 2 | -1.5 | -10 | -11 | 0 | 83
Cc1ccc(S(=O)(=O)N2CCCCC2C(=O)N2CCN(c3ccccc3F)CC2)cc1 (stereo not given) | 2 | 77 | -5 | -3 | 2 | -2.3 | -9 | -14 | -3 | 84
CN(CCCNC(=O)c1ccc(N2CCCC2=O)cc1)c1ccccc1 | 0 | 93 | 6 | -32 | 4 | -1.4 | -5 | . | . | 88
CCOC(=O)C1CCN(C(=O)COc2cccc(C)c2)CC1 | 3 | 101 | 3 | -27 | 20 | -0.5 | -12 | -5 | -1 | 96
COCCNC(=O)c1cc2c(=O)n3cccc(C)c3nc2n(Cc2ccncc2)c1=N | 0 | 90 | 1 | -18 | 11 | -4.6 | . | -13 | 1 | 83
Cc1ccc(S(=O)(=O)/N=S(/C)c2ccccc2)cc1 (stereo not given) | 0 | 112 | 4 | -44 | 11 | -0.2 | 16 | -9 | . | 97
O=C(Nc1nc(-c2ccc(Cl)cc2Cl)cs1)C1CCCO1 (stereo not given) | 0 | 85 | -7 | -29 | 8 | -1.2 | . | -6 | -2 | 91
Cc1nnc(NC(=O)C2CCCN(S(=O)(=O)Cc3ccccc3)C2)s1 (stereo not given) | 1 | 99 | 6 | -27 | 29 | -0.4 | 9 | -5 | -1 | 92
O=C(NCCN1CCc2ccccc2C1)C1CC(=O)N(C2CCCC2)C1 (stereo not given) | 1 | 97 | -9 | -19 | 5 | -2.0 | -2 | -2 | . | 103
CC1=CC(C)(C)Nc2cc(C)c(C)cc21 | -1 | 97 | -15 | -28 | 11 | -2.1 | 10 | 2 | 0 | 98
Cn1c(=O)c2c(nc(NCc3ccco3)n2CCc2ccccc2)n(C)c1=O | 0 | . | 2 | -5 | 5 | -0.7 | . | -11 | 0 | 84
CCn1c(=O)n(CC)c2cc(S(=O)(=O)N3CCOCC3)ccc21 | 0 | 98 | -5 | -9 | 18 | -1.1 | 14 | -16 | -2 | 111
CCC(=O)N(CCC(c1ccco1)c1ccccc1OC)Cc1cccs1 (stereo not given) | 22* | 80 | 9 | 12 | 22 | -1.8 | 4 | 1 | -1 | 76
O=C(Nc1ccc(S(=O)(=O)N2CCCC2)cc1)N1c2ccccc2Sc2ccccc21 | 0 | 60 | 6 | -24 | 14 | 0.1 | -21 | -8 | -1 | 59
Cc1nc2ccccc2n1CC(=O)N1CC(=O)Nc2ccccc21 | 0 | 94 | 4 | -31 | 4 | -0.4 | 7 | -2 | 1 | 102
COc1ccc(NC(=O)c2cccc(NC(=O)C3C4CC5OC(=O)C3C5C4)c2)c(OC)c1 (stereo not given) | 1 | 106 | 5 | -20 | 7 | 0.1 | 0 | -8 | 0 | 97
CCCCC(=O)Nc1nc(C)c(-c2csc(Nc3cc(Cl)ccc3OC)n2)s1 | -1 | 87 | -18 | -40 | 9 | 3.4 | -1 | -32 | 0 | 93
C=CCOc1cccc(C2C(C(=O)c3ccc(C)o3)=C(O)C(=O)N2CCN(C)C)c1 (stereo not given) | 1 | 86 | 0 | -26 | 3 | -1.0 | . | -4 | 0 | 95
CCCC(=O)Nc1nn(CCC)c2nc3ccccc3cc12 | 3 | 94 | 8 | -38 | 10 | -0.6 | 23 | -7 | 1 | 95
Cc1nc(SCC(=O)Nc2ccc(F)cc2)c2oc3ccccc3c2n1 | 4 | 80 | 13 | -22 | 5 | -1.5 | 12 | -5 | -2 | 92
CCOC(=O)c1sc(NC(=O)COC(=O)Cn2cnc3ccccc32)c(C(=O)OCC)c1C | 0 | 96 | -5 | -2 | 7 | -0.2 | -19 | -6 | . | 90
Cc1cccc(N2CCN(C(=O)CCNS(=O)(=O)c3ccc4c(c3)CCC(=O)N4)CC2)c1C | 0 | 42 | 10 | 4 | 4 | 0.1 | -27 | 7 | 0 | 45
O=C(OCn1ncc(Cl)c(Cl)c1=O)c1ccccc1Cl | 3 | 7 | 95* | 66* | 2 | -7.5 | 100* | -16 | . | 3.9*
O=C(NC(NC(=S)Nc1ccccc1)C(Cl)(Cl)Cl)c1cccc(Cl)c1 (stereo not given) | -5 | 2.0* | -5 | -14 | 8 | -6.8 | -23 | -7 | -4 | 2.6*
Cc1cc(NCCOCCO)n2ncc(-c3ccc(Cl)cc3)c2n1 | -4 | 19 | -7 | -18 | 5 | -3.6 | -9 | -8 | -1 | 28

A draw from above in order of formula weight, ascending:
SMILES | NPY-Y2 antag | PTEN del growth | GALR2 blocker | Yeast growth inh | Measles CPE | MRP-1 activ | E-sel TNF inh | Yeast lifespan up | Phagocyt inh | bCat KO growth
Cc1nc2ccccc2n1CC(=O)N1CC(=O)Nc2ccccc21 | 0 | 94 | 4 | -31 | 4 | -0.4 | 7 | -2 | 1 | 102
O=C(OCn1ncc(Cl)c(Cl)c1=O)c1ccccc1Cl | 3 | 7 | 95* | 66* | 2 | -7.5 | 100* | -16 | . | 3.9*
Cc1nc(SCC(=O)Nc2ccc(F)cc2)c2oc3ccccc3c2n1 | 4 | 80 | 13 | -22 | 5 | -1.5 | 12 | -5 | -2 | 92
C=CCOc1cccc(C2C(C(=O)c3ccc(C)o3)=C(O)C(=O)N2CCN(C)C)c1 (stereo not given) | 1 | 86 | 0 | -26 | 3 | -1.0 | . | -4 | 0 | 95
COc1ccc(NC(=O)c2cccc(NC(=O)C3C4CC5OC(=O)C3C5C4)c2)c(OC)c1 (stereo not given) | 1 | 106 | 5 | -20 | 7 | 0.1 | 0 | -8 | 0 | 97
CCCCC(=O)Nc1nc(C)c(-c2csc(Nc3cc(Cl)ccc3OC)n2)s1 | -1 | 87 | -18 | -40 | 9 | 3.4 | -1 | -32 | 0 | 93
O=C(Nc1ccc(S(=O)(=O)N2CCCC2)cc1)N1c2ccccc2Sc2ccccc21 | 0 | 60 | 6 | -24 | 14 | 0.1 | -21 | -8 | -1 | 59
CCOC(=O)c1sc(NC(=O)COC(=O)Cn2cnc3ccccc32)c(C(=O)OCC)c1C | 0 | 96 | -5 | -2 | 7 | -0.2 | -19 | -6 | . | 90

Next part:
SMILES | NPY-Y2 antag | PTEN del growth | GALR2 blocker | Yeast growth inh | Measles CPE | MRP-1 activ | E-sel TNF inh | Yeast lifespan up | Phagocyt inh | bCat KO growth
COC(=O)c1nc(N)sc1-c1ccccc1 | 1 | 74 | -7 | 3 | 14 | -2.3 | 2 | -4 | 0 | 87
CC1(C)N=C(SCC(=O)Nc2ccccc2)C(c2ccc(Cl)cc2)=N1 | 3 | 26 | 3 | -1 | 8 | -2.6 | 17 | -7 | 1 | 32
O=C(CN1CCCCC1)Nc1ccccc1NC(=O)CN1CCCCC1 | 4 | 101 | -4 | 17 | 17 | -0.3 | -17 | -10 | 1 | 98
Cc1[nH]nc2c1C(c1ccccn1)N(c1ccc(Br)cc1)C2=O (stereo not given) | 4 | 95 | 9 | 2 | 3 | -3.4 | 7 | -7 | -2 | 82
Cc1cc(C)c2c(CN3CCN(C/C=C/c4ccccc4)CC3)cc(=O)oc2c1 | 15 | 78 | -4 | -44 | 7 | -1.2 | -15 | -10 | 0 | 68
Cc1cccc(-c2noc(CN(C(=O)c3c(-c4ccccc4Cl)noc3C)C(C)C)n2)c1 | 5 | 57 | 0 | -18 | 7 | -3.7 | 10 | 1 | 0 | 49
O=C(CSc1ncccn1)NCc1ccc(F)cc1 | -1 | 90 | -4 | -62 | 2 | 0.5 | . | -4 | -1 | 83
Cn1ncc2c(Nc3ccc(-c4ccccc4)cc3)ncnc21 | -1 | 33 | 7 | -43 | 75* | -3.2 | . | -25 | 0 | 27
COc1ccc(C(=O)NCCc2nnc(SCC(=O)Nc3ccc(Br)cc3)n2C)cc1 | -3 | 100 | -1 | -29 | 12 | -1.1 | -6 | -9 | -1 | 95
CCc1ccccc1OCCCCCNCCO | 5 | 83 | -3 | -39 | 8 | -0.2 | 20 | -13 | -1 | 79
O=S(=O)(NCCc1cn2ccccc2n1)c1ccc2c(c1)CCCC2 | 0 | 101 | 6 | -31 | 8 | -0.5 | 40 | 8 | . | 92
CC(C)CC(=O)N1CCN(S(=O)(=O)c2ccc(F)cc2)CC1 | 0 | 102 | 4 | -71 | 9 | -0.6 | 10 | -13 | . | 94
COCCNC(=O)CN(C(=O)Cn1nnc2ccccc21)c1ccccc1 | 1 | 112 | -4 | -43 | . | -1.1 | -15 | -1 | 0 | 104
Cc1cc(/C=C(\C#N)C(=O)NC2CCCCCC2)c(C)n1C | 3 | 87 | -19 | -31 | 26 | 2.9 | -16 | 0 | . | 89

Screening results: PubChem, several laboratories
